Bioassay records (PubChem)
PNC assembly inh = High Content Assay for Compounds that inhibit the Assembly of the Perinucleolar Compartment | actives 3.1% (n = 140,000) | activity change (PNC), negative = inhibition, % at 10 µM | PC3M PTB-GFP, PNC prevalence imaging, 16 h; stronger effect = lower value;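 active = readout at or below -70, meaning at least 70% loss of cells showing the perinucleolar compartment, a nuclear body marking cancer cells; inconclusive = readout between -30 and a set limit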;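 note: plate controls were DMSO wells for no effect and camptothecin positive control wells for full effect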
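Compounds are pinned in duplicate onto adhered PC3M cells stably expressing GFP-tagged PTB and incubated 16 h at 37 C. Cells are then fixed, nuclei stained with Hoechst, and PNC-positive cells counted.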
12-hLO inh = qHTS Assay for Inhibitors of 12-hLO (12-human lipoxygenase); actives 0.12% (n = 150,000); purified 12-hLO, xylenol orange hydroperoxide absorbance; Polyunsaturated fatty acid lipoxygenase ALOX12 (Homo sapiens), P18054; AID 1452, 2008; Potency, µM (doses to about 57.1 µM), inactives show top-dose activity change, negative = inhibition, usual class: inhibitors; note: potency is the fitted concentration of half-maximal effect; nearly all actives have a fitted effect of over 55% in size; many of its hits are not listed in these tables
Target sequence (P18054 whole entry, looked up): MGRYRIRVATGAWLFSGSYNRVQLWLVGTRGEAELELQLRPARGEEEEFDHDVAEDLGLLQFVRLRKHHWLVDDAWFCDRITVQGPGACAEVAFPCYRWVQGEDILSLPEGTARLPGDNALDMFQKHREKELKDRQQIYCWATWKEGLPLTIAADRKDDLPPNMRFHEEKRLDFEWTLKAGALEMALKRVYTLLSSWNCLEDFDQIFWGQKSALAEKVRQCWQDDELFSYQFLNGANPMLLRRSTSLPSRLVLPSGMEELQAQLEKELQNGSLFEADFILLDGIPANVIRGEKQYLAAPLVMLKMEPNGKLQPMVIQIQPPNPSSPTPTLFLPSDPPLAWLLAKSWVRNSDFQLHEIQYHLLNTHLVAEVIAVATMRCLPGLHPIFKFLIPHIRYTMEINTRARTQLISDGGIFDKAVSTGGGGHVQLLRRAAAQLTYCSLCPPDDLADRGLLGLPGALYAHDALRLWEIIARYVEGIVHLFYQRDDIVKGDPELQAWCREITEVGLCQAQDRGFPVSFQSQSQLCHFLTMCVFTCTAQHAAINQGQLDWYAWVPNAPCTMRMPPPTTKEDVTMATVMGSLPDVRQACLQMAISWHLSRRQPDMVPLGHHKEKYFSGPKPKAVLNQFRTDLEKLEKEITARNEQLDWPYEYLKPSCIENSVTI
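Purified human 12hLO (150 nM final) was preincubated with compounds for 15 min at room temperature in 25 mM Hepes pH 7.0, 0.01% Triton X-100, then reacted with 40 uM arachidonic acid for 30 min. Hydroperoxide was detected with ferrous iron/xylenol orange.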
ALOX15B inhib = qHTS Assay for Inhibitors of 15-hLO-2 (15-human lipoxygenase 2). Polyunsaturated fatty acid lipoxygenase ALOX15B (Homo sapiens), O15296. purified 15hLO-2, xylenol orange hydroperoxide absorbance. Potency, µM (series often up to 57.1 µM), for the others: at the highest dose activity change, negative = inhibition, usual class: inhibitors. actives 0.56% (n = 110,000); note: potency is the fitted concentration of half-maximal effect; nearly all actives have a fitted effect of over 60% in size; many of its hits are not listed in these tables
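Purified human 15hLO-2 (50 nM) preincubated 15 min with compound, then 45 uM arachidonic acid for 90 min at RT in 25 mM Hepes pH 7.5, 0.01% Triton X-100. Hydroperoxide detected by Fe-xylenol orange; 573/405 nm absorbance ratio.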
IMPase cell inh = qHTS Assay for Identifying the Cell-Membrane Permeable IMPase Inhibitors. AID 901, 2007. CHO-M1 cells, IP1 accumulation, HTRF TR-FRET ratio. 120,000 tested, under 10 active. Inositol monophosphatase 1 (Rattus norvegicus), P97697. inhibition (IP1 accumulation), % at 46.1 µM; active = well fitted curve in the direction sought with a large enough effect in the signal ratio, not every such curve was filed as active; inconclusive = small, poorly fitted or top-dose-only effect, or a change in a side signal; inactive = no such curve, though single readings can be large or run the other way; the % refers to the signal ratio;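 note: cells stimulated with carbachol in lithium chloride buffer; plate controls were DMSO basal wells for no effect and reference inhibitor wells for full effect; higher means more IMPase inhibition seen as more IP1 and lower FRET ratio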
Target sequence (P97697 whole entry, looked up): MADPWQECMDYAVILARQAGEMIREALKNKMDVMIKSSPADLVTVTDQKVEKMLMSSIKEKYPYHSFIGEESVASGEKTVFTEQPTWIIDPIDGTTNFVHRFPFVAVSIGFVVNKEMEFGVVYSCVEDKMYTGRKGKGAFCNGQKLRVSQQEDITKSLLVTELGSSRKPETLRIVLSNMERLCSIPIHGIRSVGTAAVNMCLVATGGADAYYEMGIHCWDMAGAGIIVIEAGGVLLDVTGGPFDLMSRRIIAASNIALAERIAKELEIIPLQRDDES
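The IP-One HTRF competitive assay in carbachol-stimulated CHO-M1 cells quantifies cellular IP1. Compounds spanned up to 46 uM final, and activity is expressed as AC50 from concentration-response fits of the ratio and donor data.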
The depositor's hits bear a star; ? = inconclusive; nt = not tested or not shown; [ ] = another dose, or the depositor's remark. Unless noted, calls come from the whole dose curve; as a rule, active = well fitted curve in the direction sought with a large enough effect; inconclusive = small, poorly fitted or top-dose-only effect, or another doubt; inactive = no such curve, though single readings can be large; an effect the other way counts as inactive or inconclusive. Unless noted, % is set by controls: 0 for no effect and ±100 for the full control effect.

12-hLO inh | PNC assembly inh | IMPase cell inh | ALOX15B inhib | Compound
2% | 29 | nt | nt | C#CCOCCOCCOCCNc1nc(N2CCN(C(=O)Cn3cc(CCCN=C(N)N)nn3)CC2)nc(N2CCN(C(=O)[C@H]([C@@H](C)CC)n3cc(CCCN=C(N)N)nn3)CC2)n1
-5% | ? | -12 | 1% | O=C(NC1CC1)c1cc2c(s1)-c1ccccc1OC2
3% | -1 | -19 | -2% | O=C(Nc1nccs1)C1C2CC3OC(=O)C1C3C2 (configuration not stated)
-5% | -25 | nt | nt | Oc1[nH]c2ccc(Br)cc2c1N=Nc1ccc(C(F)(F)F)cn1
0% | nt | nt | 1% | CCCCC(=O)N(C)C
-11% | 25 | -13 | -6% | Cc1ccc(NC(CC(=O)c2ccccc2)c2ccc(F)cc2)cc1 (configuration not stated)
-2% | ? | 1 | -15% | Cc1ccc(S(=O)(=O)/N=C(\N)Nc2nc(C)c3cc(C)c(C)cc3n2)cc1
-2% | -11 | nt | nt | Cc1cccc(C(=O)Nc2nnc(SCC(=O)Nc3ccc4c(c3)oc3ccccc34)s2)c1
2% | -15 | 20 | 3% | COc1cc(CNC2CCC(C)C2)cc(OC)c1 (configuration not stated)
-11% | 8 | 6 | -4% | CC1CN(C)C(c2ccccc2)C(C)C12NC(=O)NC2=O (configuration not stated)
7% | 52 | -3 | nt | CCN(CC)C(=O)CSc1nnc(-c2ccncc2)n1N
-1% | -21 | nt | nt | O=C(CN1C(=O)c2ccccc2C1=O)Nc1cccc([N+](=O)[O-])c1
2% | ? | -2 | -2% | O=C(O)C1C2CCC(C2)C1C(=O)Nc1nc2ccccc2s1 (configuration not stated)
3% | -23 | 2 | 5% | Cc1nnc(SCC(=O)NC2CCCC2)s1
-2% | ? | 10 | -4% | O=C(Cc1cccs1)Nc1ccccn1
15% | 53 | 0 | 2% | O=C(CCS(=O)(=O)c1ccccc1)NC12CC3CC(CC(C3)C1)C2
-3% | -84* | -4 | -11% | CC1(C)Cc2c(c(N3CCOCC3)nc3snc(Br)c23)CO1
1% | 3 | nt | nt | COc1ccc(C(=O)O/N=C(\N)c2ccccc2)c(OC)c1
2% | -27 | 0 | -2% | CCC1CCCCN1Cc1cc(OC)c(O)c([N+](=O)[O-])c1 (configuration not stated)
0%[0.00818 µM] | nt | nt | 2%[0.0915 µM] | COc1cc(OC)c2c(-c3cccc(-c4ccc(NC(C)=O)cc4)c3)cc(=O)oc2c1
-11% | ? | 1 | -4% | COc1cc(CN(C(=O)c2ccco2)c2ccc(C)cc2)ccc1O
-3% | 26 | nt | nt | O=C(Cc1cccc2ccccc12)Nc1ccc(OC(F)F)c(Cl)c1
-6% | 16 | 4 | 4% | CC(C)c1c(O)nc(SCCC(=O)O)[nH]c1=O
0% | 0 | 5 | nt | O=c1[nH]c(=O)n(Cc2ccccc2)c2nc(-c3ccc(Oc4ccc(F)cc4)c([N+](=O)[O-])c3)n(CCO)c12
-3% | 3 | 1 | nt | O=Cc1c(Sc2ccccn2)nc2ccccn2c1=O

Part of the list above, with values under each structure:
The line under a structure holds: 12-hLO inh | PNC assembly inh | IMPase cell inh | ALOX15B inhib
COc1ccc(C(=O)O/N=C(\N)c2ccccc2)c(OC)c1
  1% | 3 | nt | nt
CCN(CC)C(=O)CSc1nnc(-c2ccncc2)n1N
  7% | 52 | -3 | nt
COc1cc(CN(C(=O)c2ccco2)c2ccc(C)cc2)ccc1O
  -11% | ? | 1 | -4%
CCCCC(=O)N(C)C
  0% | nt | nt | 1%
CCC1CCCCN1Cc1cc(OC)c(O)c([N+](=O)[O-])c1 (configuration not stated)
  2% | -27 | 0 | -2%
Cc1ccc(S(=O)(=O)/N=C(\N)Nc2nc(C)c3cc(C)c(C)cc3n2)cc1
  -2% | ? | 1 | -15%

The list continues.
12-hLO inh | PNC assembly inh | IMPase cell inh | ALOX15B inhib | Compound
-3% | ? | 0 | -2% | CCCCCn1c(SCC#N)nc2cc(C(=O)NCC3CCCO3)ccc2c1=O (configuration not stated)
-7% | -4 | nt | nt | CCc1ccc(NC(=O)c2ccc(OC)c([N+](=O)[O-])c2)cc1
0% | -1 | -7 | -4% | Cc1ccccc1NC1=NS(=O)(=O)c2ccccc21
1% | 30 | -5 | 67%[activator] | Cc1cc(Cl)c(OCCCNCc2ccccc2)c(Br)c1
-2% | 29 | -20 | 8% | O=c1oc2c(CN3CCOCC3)c(O)ccc2c2c1CCCC2
18% | -2 | -5 | -4% | O=C(CSc1nnc(-c2ccncc2)n1CC1CCCO1)Nc1cccc(O)c1 (configuration not stated)
5% | -18 | nt | nt | Cc1ccc(C(=O)Nc2ccc(F)cc2)o1
0% | ? | -1 | -4% | OC1CNCc2cc3c(cc21)OCCO3 (configuration not stated)
-3% | -119* | 3 | nt | CCOc1ccc(NC(=O)CSc2nnc(C(C)C)n2CC)cc1
2% | nt | nt | 4% | CCCn1c(-c2ccc(F)cc2)nc2c(NCCN(C(C)C)C(C)C)nc(C)nc21
-7% | 41 | 2 | -7% | Cc1cc(C)n(Cc2ccc(NC(=O)c3ccc(COc4ccccc4Br)cc3)cc2)n1
2% | -19 | 10 | 1% | Cc1ccc(S(=O)(=O)N(C)CCCC(=O)N2CCOCC2)cc1
4% | 7 | nt | nt | Cc1cn2c(nc(=O)c3cccnc32)s1
-6% | ? | 4 | -9% | CCOC(=O)Cc1[nH]nc2c1C(c1cccc(OC)c1OC)C(C#N)=C(N)O2 (configuration not stated)
-8% | -1 | -2 | 0% | O=C(Nc1ccc(OC(F)F)cc1)Nc1cccc(C(F)(F)F)c1
-1% | ? | 10 | 44%[activator] | CC(C)(C)c1ccc(NC(=O)COc2ccc(-n3ccnc3)cc2)cc1
-12% | ? | -3 | -2% | COc1ccc(CCNC(=O)c2cc(-c3ccccc3O)n[nH]2)cc1OC
0% | 32 | 8 | -1% | CCC(C)(C(=O)NC1CCCCC1)N(Cc1cccs1)C(=O)Cc1cccs1 (configuration not stated)
-5% | -113* | nt | nt | O=C(Cc1ccc(F)cc1)N/N=C/c1ccccn1
-3% | 19 | 0 | -2% | COC(=O)c1cc(=O)n2c(-c3ccccc3)csc2n1
-5% | -14 | nt | nt | O=C(Nc1ccccn1)C1(c2cccs2)CCOCC1
4% | 6 | -1 | -4% | O=C(NCC1CCCO1)C(C(=O)c1ccccc1)n1ccccc1=O (configuration not stated)
-16% | 21 | -10 | 1% | Clc1ccc(Nc2nc(-c3cccnc3)cs2)cc1
-1% | ? | 3 | 12% | C(=N\N1CCN(Cc2cccc3ccccc23)CC1)/c1ccco1
1% | 63 | -10 | 4% | CCS(=O)(=O)N1CCCC(C(=O)NC2CCCCC2C)C1 (configuration not stated)
-1% | ? | 6 | 3% | COc1ccc(OC)c(C(c2nnnn2CCc2ccccc2)N2CCC(C(N)=O)CC2)c1 (configuration not stated)
-6% | -13 | -3 | -20% | COc1cc(CN2CCC(C(=O)NC3CCCC3)CC2)ccc1O
-30% | -3 | -5 | ? | C#CCOC(=O)Nc1ccc(=O)n(Cc2c(Cl)cccc2Cl)c1
2% | 5 | 4 | 3% | O=C(Cn1c(=O)oc2cc(S(=O)(=O)N3CCCC3)ccc21)N1CCc2ccccc2C1
0% | 14 | nt | nt | COc1ccc(N(CC(=O)Nc2c(C)n(C)n(-c3ccccc3)c2=O)S(=O)(=O)c2ccccc2)cc1OC
7%[25.6 µM] | nt | 0[20.6 µM] | 24%[25.6 µM] | CNC[C@H](O)c1ccc(OC(=O)C(C)(C)C)c(OC(=O)C(C)(C)C)c1
4% | 6 | 10 | -20% | COc1ccc(OC)c(NC2c3ccccc3C(=O)N2c2cccnc2)c1 (configuration not stated)
-5% | -15 | -2 | -18% | Cc1cc(C)c(S(=O)(=O)NCCn2c(C)cc3ccccc32)c(C)c1
5% | 9 | 3 | -6% | COc1ccccc1CNC(=O)C1CCN(S(=O)(=O)N2CC(C)CC(C)C2)CC1 (configuration not stated)
-1% | ? | nt | nt | COc1ccc(CCNC(=O)CCCCCN2C(=O)c3ccccc3C2=O)cc1OC
0% | 8 | 11 | 1% | Cc1cc(C(=O)N2CCN(C(c3ccccc3)c3ccccc3)CC2)no1
-24% | 8 | -1 | ? | CC(=O)N(Cc1cc(=O)[nH]c2ccccc12)c1cccc(C)c1
-2% | 58 | 8 | 52%[activator] | CCCn1c(/C=C/c2ccccc2)nc2ccccc21
-1% | 36 | nt | nt | COCc1c(C(=O)OCC(=O)NCCN2C(=O)CSC2=O)oc2ccccc12
-5% | -29 | nt | nt | Cc1c(Cl)c(=O)oc2cc(OC(C)C)ccc12
-7% | nt | nt | -6% | FC(F)(F)c1cccc(Cl)c1
-3% | -9 | nt | nt | COc1cc(NC(=O)C2CCCN(c3ncccn3)C2)cc(OC)c1 (configuration not stated)
-6% | -17 | 1 | 6% | CCC(C)NC(=O)CS(=O)Cc1nc(-c2cccc(OC)c2)oc1C (configuration not stated)
-8% | 52 | 7 | 7% | CC(=O)c1c(C)[nH]c(C(=O)NCc2ccccc2Cl)c1C
-6% | 37 | -11 | nt | CCOC(=O)CSc1nnc(-c2ccccc2)o1
3% | 5 | 6 | 2% | CC(C)Cc1[nH]c(=O)c(C#N)c2c1COC(C)(C)C2
-5% | ? | -3 | 4% | Nc1nc(SCC(=O)N2N=C3/C(=C/c4ccco4)CCCC3C2c2ccco2)n[nH]1 (configuration not stated)
-2% | -19 | -2 | -14% | CCn1c(CSc2nc3ccccc3[nH]2)nc2cc(C(=O)O)ccc21
0% | 18 | 12 | 5% | CN1CCN(C(=O)c2cc3sccc3n2CC(=O)c2ccccc2)CC1
0% | -9 | -2 | -5% | CN(C(=O)C1CCN(S(=O)(=O)c2cccs2)CC1)C1CCCCC1

Remaining list, next part:
12-hLO inh | PNC assembly inh | IMPase cell inh | ALOX15B inhib | Compound
-2% | -30 | 9 | -5% | CC(C(=O)O)n1nc2ccccc2n1 (configuration not stated)
-3% | nt | nt | 61%[activator] | Cc1cccc(CNc2ncnc3ccc(-c4c(C)noc4C)cc23)c1
-1% | -115* | nt | nt | CC(=O)Nc1ccc(SCC(=O)Nc2cc(C(C)(C)C)nn2-c2ccccc2)cc1
-6% | ? | nt | nt | Cc1ccc(C)c(OCCn2cc(/C=C(/C#N)C(=O)NCC3CCCO3)c3ccccc32)c1 (configuration not stated)
-5% | 29 | 1 | 4% | O=C(CN(Cc1ccco1)S(=O)(=O)c1ccccc1)N/N=C/c1cccc(O)c1
-4% | 11 | nt | nt | O=C(O)c1cc(-c2ccccc2)nc2ccccc12
-1% | -21 | nt | nt | CCCCNC(=O)CNC(=S)N(CCCN1CCOCC1)Cc1cccs1
-10% | -10 | -1 | 3% | Fc1ccc(C(c2nnnn2Cc2cccs2)N2CCN(C3CCCC3)CC2)cc1 (configuration not stated)
-3% | 2 | -6 | -2% | CCN(C(C)=O)c1nnc(CSc2nc3ccccc3s2)s1
1% | 23 | nt | nt | COc1ccc(OC)c(/C=C2\S/C(=N/NC(=O)c3ccc4ccccc4c3)NC2=O)c1
-1% | ? | -8 | -2% | CC12CCC(C(=O)NCCCN3CCOCC3)(OC1=O)C2(C)C (configuration not stated)
-6% | 15 | 3 | 10% | CCOC(=O)N1CCC(N2CC34C=CC(O3)C(C(=O)Nc3ccc(F)cc3)C4C2=O)CC1 (configuration not stated)
-4% | 60 | nt | nt | CCN(CC)c1ccc(/C=N/N2CCN(Cc3ccccc3)CC2)c(O)c1
1% | 8 | 9 | 0% | COc1ccccc1C1NC(=O)CS1 (configuration not stated)
2% | -24 | 0 | -8% | CCN(CC)c1c([N+](=O)[O-])ncn1C

The list is partial. The share of hits here may be higher or lower than overall.
